# TAG inh: reduces triacylglycerol accumulation in H9c2 cells | hit rate 0.66% among 230,000 | inhibition, % at 12.5 µM | Nile Red lipid (TAG) fluorescence; cells loaded with 200 µM oleic acid;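 active = pattern-corrected inhibition of lipid staining of at least 50% with the nuclear-stain viability signal not falling by more than 50%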;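 also: 0% = DMSO wells and 100% = triacsin C control wells; some results filed as inactive read as strong as hits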
# TAG inh DAPI viability: second read-out of TAG inh, no call of its own (marks repeat the call); DAPI nuclei signal change (viability), lower = more cytotoxic, %;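 whole-well DAPI fluorescence read on a plate reader as a viability signal; minus 50 percent equals half of cells still viable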
# Active calls of the source: *.
Compound | TAG inh | TAG inh DAPI viability
COc1ccc(CN(C)C(C)C(=O)Nc2ccc([N+](=O)[O-])cc2Cl)cc1OC (configuration not stated) | 1 | 9
COc1ccc(S(=O)(=O)Nc2cccc3c2O[C@H](CN(C)S(=O)(=O)c2cn(C)cn2)[C@@H](C)CN([C@H](C)CO)C3=O)cc1 | 2 | 7
Cc1c(Cl)cccc1NC(=O)C1CC(=O)N(C2CCCC2)C1 (configuration not stated) | -17 | 4
Cc1ccc2oc(=O)n(CCOc3ccccc3Cl)c2c1 | 11 | -10
Cc1ccc(NC2CCCN(C(=O)CCc3ccncc3)C2)cc1C (configuration not stated) | 6 | -4
O=C(c1ccccc1)c1ccc2c(c1)OCCOCCOCCOCCO2 | 0 | -1
CCN1CCc2c(C#N)c(N3CCOCC3)nc(NCCO)c2C1 | -1 | 58
CCOc1ccc(Cl)cc1-c1cc(C(=O)Nc2ccc(OC)nc2)[nH]n1 | -15 | 24
CN(CCC#N)C(=O)COC(=O)c1c2c(nc3ccccc13)/C(=C\c1ccco1)CC2 | 11 | 3
CC(C)C(NC(=O)c1ccco1)C(=O)OCC(=O)NCCc1ccccc1 (configuration not stated) | 10 | 23
Cn1nc(C(=O)Nc2ccccc2N2CCOCC2)ccc1=O | 21 | -12
O=c1c2c(nc3cc(-c4ccccc4)[nH]n13)CCS2 | -12 | 5
Cc1csc(SCC(=O)N(C)CC(=O)Nc2ccc(F)cc2)n1 | -11 | -3
O=C(Cc1cccs1)NNC(=S)NCc1ccco1 | -6 | 4
CCOc1ccccc1N=C1SCC(C)N1C(=O)C1CCN(c2ncnc3sc(C)c(C)c23)CC1 (configuration not stated) | 1 | 4
Cc1ccc(-n2c(CC#N)n[nH]c2=S)c(C)c1 | 0 | 3
Cc1nnsc1SCC(=O)O | -1 | 20
O=C(c1ccncc1)N1CCCC(N2CCN(c3cccc(C(F)(F)F)c3)CC2)C1 (configuration not stated) | 16 | -4
O=C(NCC1CC1)C1(C(F)(F)F)CC(CCCO)CCCO1 (configuration not stated) | -11 | -2
C[C@@H]1CN([C@H](C)CO)S(=O)(=O)c2ccc(C#Cc3cccc(F)c3)cc2O[C@@H]1CN(C)C(=O)CN1CCOCC1 | 19 | 0
CC(C)c1nnc(NC(=O)c2ccc3c(c2)OCO3)s1 | 15 | -2
O=C(O)CCC(=O)NC(c1ccccc1)c1ccccc1 | 7 | -5
C#CCSc1nc(-c2ccccc2)cc(C(F)(F)F)c1C#N | -14 | 5
CN(C)CCNC(=S)Nc1ccc(-c2nc3ccccc3[nH]2)cc1 | 5 | 3
CCN(CC)S(=O)(=O)c1cccc(NC(=O)COC(=O)CNC(=O)c2cccc(F)c2)c1 | -4 | 7
NS(=O)(=O)c1ccc(N2C(=O)C3CC=CCC3C2=O)cc1 (configuration not stated) | 11 | -7
CCc1nc2ccc(C(=O)Nc3cc(-c4ccccc4)ccc3OC)cn2c1N(CCN(C)C)CC1CC1 | 96 | -65
COC(=O)c1sc(S(=O)(=O)N2CCC(C(N)=O)CC2)c(C(=O)OC)c1C | -36 | 17
NC(=O)c1c(NC(=O)c2ccccc2F)sc2c1CCCC2 | 8 | 0
CC1(C(=O)Nc2ccc3[nH]ncc3c2)CCN1C(=O)CCc1ccccc1 (configuration not stated) | -1 | -6
CSc1nnc(NC(=O)CCc2ccccc2)s1 | 27 | -13
CCOC(=O)CSc1ccc2nnc(CCNS(=O)(=O)c3ccccc3)n2n1 | 23 | 4
COc1ccc(C)c(-n2c(N)cc(=O)n(Cc3ccccc3)c2=O)c1 | -20 | 27
C=CCn1c(SCC(=O)Nc2cc(C)on2)nc2sc(C)c(C)c2c1=O | 8 | 4
N/C(=N\NC(=O)c1cccs1)c1cc2cc(Cl)ccc2oc1=O | -3 | 3
CC(=O)Nc1nc(SCc2cccc3ccccc23)n[nH]1 | -20 | 10
COc1ccc(C(=O)COC(=O)c2cc([N+](=O)[O-])ccc2N2CCOCC2)c(OC)c1 | 14 | -7
CCOC(=O)C1=C(C)N(CCC(=O)O)C(=O)NC1c1ccccc1Cl (configuration not stated) | -1 | -8
COCCN(CC(=O)Nc1cccc(C)c1)S(=O)(=O)c1ccc(S(=O)(=O)N2CCCC2)cc1 | 33 | -20
CCCC(=O)Nc1ccc(C2C(=O)c3ccccc3C2=O)cc1 | 19 | -17
COc1ccccc1-n1c(SCC(=O)NC2CC2)nc2ccccc2c1=O | -14 | 4
CC(C)CC(NC(=O)C1CCCCC1)C(=O)N1CCN(c2ccccn2)CC1 (configuration not stated) | 10 | -20
CCOC(=O)CN1CCC(C2(c3cc4ccccc4[nH]3)OCCO2)CC1 | -5 | 16
O=C(CCc1ccccc1)N/N=C\C1CC=CCC1 (configuration not stated) | 11 | 2
C=CCCCN(Cc1ccccc1)S(=O)(=O)c1ccccc1Br | 4 | -10
CN(C(=O)COC(=O)C1CCN(S(=O)(=O)c2c(Cl)cccc2Cl)CC1)C1CCCCC1 | 1 | -8
COc1ccccc1NC(=O)Cn1c2ccccc2c2nc3n(c(=O)c21)CCS3 | 7 | 2
CCCS(=O)(=O)NC(=O)C1(C)CCCN(C(=O)c2c(C)noc2C)C1 (configuration not stated) | 3 | -1
CC1(C(=O)NS(=O)(=O)c2ccc(Cl)cc2)CCN1C(=O)C1CCCCC1 (configuration not stated) | -1 | -7
Cc1nonc1OCCn1c([N+](=O)[O-])cnc1C | 12 | -13
Cc1nc(SCc2ccc(C(=O)O)cc2)c2c(C)c(C)sc2n1 | 3 | 5
Cc1ccc(C)c(N2CCN(S(=O)(=O)c3ccc4c(c3)CCN4C(=O)CCC(=O)O)CC2)c1 | -3 | -4
O=C(c1ccc([N+](=O)[O-])cc1)N1CCN(C(=O)c2cccnc2)CC1 | 1 | -7
CC(C(=O)N1CCc2ccccc21)N(C)CC(=O)Nc1ccc(F)cc1 (configuration not stated) | -8 | -5
CSCCC(NC(=O)COc1ccccc1)C(=O)OCCOc1ccc(F)cc1 (configuration not stated) | -32 | 2
CCOC(=O)c1c(N)sc(C(O)(C(F)(F)F)C(F)(F)F)c1-c1ccc(Cl)cc1 | -1 | -8
COCC(C)N1CCC(Oc2ccc(C(=O)N3CCCC3)cc2)CC1 (configuration not stated) | 1 | 12
CCOc1ncccc1C(=O)OCC(=O)c1ccc(Br)s1 | -19 | -14
CS(=O)(=O)c1ccccc1-c1nnc(NC(=O)c2cccc(N3C(=O)CCC3=O)c2)o1 | 12 | 0
COc1cc(/C=c2\s/c(=C\C(=O)C(C)(C)C)[nH]c2=O)cc(OC)c1OC | 17 | 3

# Later entries.
Compound | TAG inh | TAG inh DAPI viability
COCCNC(=O)/C(C#N)=C/c1ccc(OCC(=O)NC2CCCCC2)cc1 | 17 | 1
O=C(CNS(=O)(=O)c1ccc(Br)s1)N1CCN(c2ncccn2)CC1 | -6 | -8
CCOC(=O)c1c(NCc2ccc3c(c2)OCO3)c2ccccc2[nH]c1=O | -8 | 0
O=C(c1ccc([N+](=O)[O-])cc1)N(Cc1cccs1)C1CCS(=O)(=O)C1 (configuration not stated) | 3 | 7
CCCCC(=O)Nc1cccc(NC(=O)C(C)C)c1 | 13 | 9
CSCCC(NC(=O)C1CCCCC1)c1nc2ccccc2[nH]1 (configuration not stated) | 9 | -10
COc1ccccc1CNC(=O)C1CCC(CNc2c(N3CCCCC3)c(=O)c2=O)CC1 (configuration not stated) | -6 | 5
Cc1c(NS(=O)(=O)c2cc(C(=O)N(C)Cc3ccccc3)ccc2Cl)c(=O)n(-c2ccccc2)n1C | -1 | 5
CCCc1ccc(OCC(O)CN2CCc3ccccc3C2)cc1 (configuration not stated) | -16 | 4
Cc1oc(-c2ccccc2F)nc1CS(=O)(=O)CC(=O)N1CCCCCC1 | -7 | 0
Cn1c(/C=C/c2ccc([N+](=O)[O-])o2)nc2ccccc2c1=O | -16 | -52
O=C(CNS(=O)(=O)c1ccccc1)OCC(=O)c1ccccc1Cl | 14 | -9
CSc1nnc(-c2ccccc2)c(=O)[nH]1 | -4 | 1
Cc1onc(-c2ccccc2)c1C(=O)Nc1ccc(Cl)cn1 | -13 | 9
C=CCn1c(SCC(=O)NCc2ccc3c(c2)OCO3)nnc1C1CCCCC1 | 0 | 11
CC1=NNC(=O)C1CCC(=O)N/N=C/C=C/c1ccccc1 (configuration not stated) | 10 | 1
Oc1cccc(/C=N/Nc2cc(N3CCOCC3)nc(N3CCOCC3)n2)c1 | 121 | -78
OC1c2c(F)cccc2N=C2CCCCN21 (configuration not stated) | -1 | 1
O=S(=O)(NCC1(N2CCOCC2)CCCCC1)c1ccc(F)c(F)c1F | -8 | 4
CCOc1cccc(C(=O)NCc2ccccc2)c1 | -17 | 3
O=C(Nc1cccc(C(=O)Nc2ccccc2C(=O)O)c1)c1cccc(Cl)c1 | -14 | 11
C#CCSc1nnnn1-c1cccc(Cl)c1 | -8 | 3
C(=N\Nc1nc2ccccc2[nH]1)/c1cccc2nccnc12 | 52* | -17*
NC(=O)c1cc([N+](=O)[O-])cc2c1C=Cc1ccccc1O2 | 5 | -3
Cc1c(Cl)ccc2c1NC(=O)[C@]21[C@@H]2C(=O)N(Cc3ccccc3)C(=O)[C@@H]2[C@@H]2CCCN21 | 4 | -4
CNc1cccc(-c2cccc(O)c2)n1 | -4 | 4
Cc1ccc(/C=C/S(=O)(=O)NCCC(=O)NCc2ccccc2F)cc1 | -10 | 11
Cc1noc(C)c1S(=O)(=O)N(C)C[C@H]1Oc2ccc(NS(=O)(=O)c3ccc(F)cc3)cc2C(=O)N([C@H](C)CO)C[C@@H]1C | -1 | -2
CCc1c(C)c(C#N)c2nc3ccccc3n2c1Nc1c(C)n(C)n(-c2ccccc2)c1=O | 8 | -4
Cc1nn2cc(-c3ccc(Cl)cc3)cnc2c1Br | 17 | -20
COc1ccc(C(C(=O)NC2CCCC2)N(C(=O)c2ccco2)c2ccc(OC)c(OC)c2)cc1 (configuration not stated) | 8 | 0
CN(c1ccccc1)S(=O)(=O)c1ccc2c(c1)OCCO2 | -1 | 3
Nc1ccc2c(c1)[nH]c(=O)c1ccccc12 | 2 | 14
CN(Cc1ccccc1)C(=O)CN(c1ccccc1Cl)S(C)(=O)=O | -2 | 5
COc1cc(NC(=S)NN2CCN(C)CC2)cc(OC)c1 | 15 | -6
O=C(O)c1cc([N+](=O)[O-])ccc1C(=O)Nc1cccc([N+](=O)[O-])c1 | -6 | 4
CCN(CC)C(=O)Cn1cc(S(=O)(=O)CC(=O)NCc2ccc3c(c2)OCO3)c2ccccc21 | -11 | 11
O=C(COC(=O)/C=C/c1cccc(Br)c1)NCc1cccs1 | -1 | 11
Cc1nc(Nc2ccc(Cl)cc2)c2nnn(Cc3ccccc3)c2n1 | -45 | 24
O=C(CN1C(=O)NC2(CCCCCCC2)C1=O)Nc1ccc(Cl)cc1 | 0 | -4
CCOc1ccc(-n2nnc3c(=O)n(CC(=O)Nc4cc(C)on4)cnc32)cc1 | 9 | -4
COc1ccc(NC(=O)COc2ncnc3ccccc23)cc1S(=O)(=O)N1CCOCC1 | -6 | 3
C=CCOc1ccc(CN(C)Cc2nc3cc(C(F)(F)F)ccc3c(=O)[nH]2)cc1 | 2 | 1
Cn1cc(CN(CCO)Cc2cccs2)c(-c2ccccc2F)n1 | -14 | -7
CN(C)CCNC(=O)c1ccc(CS(=O)(=O)c2ccc(Br)cc2)o1 | 4 | -10
CCCCN(CC(=O)NC1CC1)S(=O)(=O)c1ccc(OCC)cc1 | 0 | 4
CC(=O)Nc1cccc(NC(=O)CSc2nnnn2Cc2ccccc2)c1 | 10 | -5
Cc1c(C=O)c2ccccn2c1C(=O)c1ccc(Cl)c([N+](=O)[O-])c1 | 2 | -3
COC(=O)c1[nH]c2ccccc2c1NC(=O)C(C)N1CCOCC1 (configuration not stated) | -4 | 11
CC(C)[C@@H]1CN=C(N)N1C[C@@H]1CCCN1C[C@H](C)N1C[C@@H](Cc2ccccc2)N(CCc2ccc(Cl)c(Cl)c2)C1=N | -36 | 44
O=C(N/C(=C\c1ccccc1)C(=O)N1CCOCC1)c1ccccc1Cl | 5 | 5
O=C(O)/C=C/C(=O)Nc1ccc(N2CCOCC2)nc1N1CCOCC1 | 1 | 6
COc1cccc(COC(=O)Cc2ccc(S(=O)(=O)N3CCOCC3)s2)c1OC | -10 | -7
CC(=O)c1ccc(NC(=O)C(C)Nc2ccc(Cl)cc2)cc1 (configuration not stated) | -17 | -19
Oc1ccc(/C=N/Nc2ccnc3cc(Cl)ccc23)c(O)c1 | 10 | 3
S=c1nc(-c2ccco2)[nH][nH]1 | 0 | -14
OCC[C@@H]1C[C@@H](O)[C@H](O)[C@]2(OCCc3ccccc32)O1 | -23 | -7
N#Cc1c(N)nc2c(c1N)CC(CO)O2 (configuration not stated) | -11 | -4
CC(C)CC(CO)N1CCN(C(=O)c2cccc(Cl)c2)CCC1=O (configuration not stated) | 3 | -5
CCNc1nc(N)nc(Oc2ccc(C(=O)OC)cc2)n1 | 5 | -4
CC[C@]1(C(=O)OC)[C@H]2C(=O)N(C)C(=O)[C@H]2[C@H]2CN=C(SCc3ccc(Cl)cc3)N21 | -6 | 3
CS(=O)(=O)N(CC(=O)NCc1ccco1)Cc1ccc(Cl)cc1 | 6 | 0
Cc1cccn2c(=O)nc(SCC(=O)Nc3ccc4c(c3)OCCO4)nc12 | -6 | 1

# Some of the compounds tested; count on the stated rates, not on these rows.
